ERb coact inh: inhibitors of ERβ-SRC1 coactivator interaction, primary screen, biochemical, TR-FRET, ERβ LBD, SRC-1 peptide. TR-FRET ER-beta LBD / SRC1-Cy5 peptide binding; receptor agonist-loaded with 1 µM estradiol. inhibition, % at 25.6 µM. 86,000 compounds, 1.3% hits;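 active = compounds whose percent inhibition of the receptor-coactivator binding signal exceeds about 50% in the single-dose screen, limit read from the data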;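 note: 0% = receptor plus peptide wells without compound and 100% = peptide-only wells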
IL1B cytotox: cytotoxicity in IL-1B stimulated HUVEC, primary screen, cytotoxicity control for IL-1B NFkB translocation project, imaging, Hoechst nuclear count, IL-1B stimulus; HUVEC cell count loss; cell count reduction, % at 2 µM; 94,000 compounds, 0.41% hits;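 active = cell count reduction more than 3 SD above the screen-wide mean, cut at about 70% in these data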;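 note: normalized per plate to untreated control cells as the no-loss baseline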
sEH inh: soluble epoxide hydrolase inhibitors, primary screen, biochemical, human sEH | Bifunctional epoxide hydrolase 2 (Homo sapiens), P34913 | recombinant human sEH enzymatic activity assay | inhibition, % at 2 µM | 91,000 compounds, 0.34% hits | AID 707, 2007; in the data active = inhibition above about 80%; note: values of inactives mirror those of a sister screen read the other way; many of its hits are not listed in these tables
Target sequence (P34913 whole entry, looked up): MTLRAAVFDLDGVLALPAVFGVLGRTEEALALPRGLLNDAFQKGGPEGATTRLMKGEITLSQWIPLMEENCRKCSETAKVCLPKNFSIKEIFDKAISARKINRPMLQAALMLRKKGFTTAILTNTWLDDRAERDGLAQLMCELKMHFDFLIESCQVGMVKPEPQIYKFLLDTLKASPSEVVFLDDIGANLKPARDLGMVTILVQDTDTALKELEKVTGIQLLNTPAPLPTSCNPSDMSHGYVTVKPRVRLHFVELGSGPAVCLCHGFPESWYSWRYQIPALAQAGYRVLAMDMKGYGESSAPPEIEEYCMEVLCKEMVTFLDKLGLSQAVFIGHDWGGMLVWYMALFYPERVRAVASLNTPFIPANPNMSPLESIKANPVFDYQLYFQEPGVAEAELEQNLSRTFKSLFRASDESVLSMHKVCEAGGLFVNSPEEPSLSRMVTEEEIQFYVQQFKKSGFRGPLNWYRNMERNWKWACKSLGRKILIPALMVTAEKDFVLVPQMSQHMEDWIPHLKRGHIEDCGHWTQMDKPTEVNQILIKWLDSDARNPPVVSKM
sEH act: soluble epoxide hydrolase activators, primary screen, biochemical, human sEH | AID 717, 2007 | purified human sEH enzymatic activity, activator screen | 91,000 compounds, 0.04% hits | Bifunctional epoxide hydrolase 2 (Homo sapiens), P34913 | activation, % at 2 µM; in the data active = activation above about 37%; note: values of inactives mirror those of a sister screen read the other way
Smad3 inh: Smad3/FoxH1 peptide binding inhibitors, primary screen, biochemical, TR-FRET. 88,000 compounds, 0.29% hits. TR-FRET Smad3/Dy647-FoxH1 peptide binding, europium anti-His. inhibition, % at 25 µM;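 active = compounds that reduce the energy-transfer binding signal between the protein and its labelled peptide by more than half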;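 note: 0% = Smad3 plus labelled peptide maximal FRET and 100% = peptide-only background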
Target sequence (P84022 whole entry, looked up): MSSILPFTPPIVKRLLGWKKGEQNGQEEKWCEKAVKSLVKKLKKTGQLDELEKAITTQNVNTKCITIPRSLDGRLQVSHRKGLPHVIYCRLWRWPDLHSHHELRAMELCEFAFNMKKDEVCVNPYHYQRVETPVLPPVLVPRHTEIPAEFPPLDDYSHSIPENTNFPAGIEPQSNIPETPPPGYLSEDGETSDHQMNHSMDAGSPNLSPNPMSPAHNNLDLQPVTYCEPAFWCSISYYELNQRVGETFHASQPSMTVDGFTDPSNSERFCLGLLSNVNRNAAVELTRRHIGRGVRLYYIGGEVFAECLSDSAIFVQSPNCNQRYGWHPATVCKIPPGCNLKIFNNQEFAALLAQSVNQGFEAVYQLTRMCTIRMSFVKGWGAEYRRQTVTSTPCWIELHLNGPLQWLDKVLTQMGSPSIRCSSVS
TNFa cytotox: cytotoxicity in TNFa-stimulated HUVEC, primary screen, cytotoxicity control for VCAM1 expression modulator project, imaging, Hoechst nuclei count; HUVEC TNFalpha-stimulated, Hoechst cell count; cell count reduction, % at 2 µM; 93,000 compounds, 0.17% hits; AID 848, 2007;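 active = cell count reduction exceeding the screen mean by over 5 SD, scaled to untreated wells per plate, cut at about 78% in these data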;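 note: cells counted after 24 h of TNF alpha exposure following the 1 h pretreatment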
F-actin modifier: modifiers of F-actin cytoskeleton organization, primary screen, imaging, HUVEC, phalloidin staining, high-content imaging | 91,000 compounds, 0.18% hits | HUVEC TNFa F-actin phalloidin imaging | AID 836, 2007 | inhibition, % at 2 µM;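 active = inhibition above the batch mean plus 3 SD and confirmed as a hit by visual image inspection, cut at about 30% in these data, passing the limit was not always enough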; note: strong numbers were not always called active
Candida biofilm: clotrimazole potentiators killing Candida biofilms, primary screen, with clotrimazole, Alamar Blue | AID 834, 2007 | 85,000 compounds, 0.14% hits | C. albicans biofilm + clotrimazole | inhibition, % at 6 µM;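 active = inhibition above 20%; inactive = inhibition below 20%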;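 note: preformed 24 hr biofilms exposed to compound for 48 hr; 0% = biofilm without compound and 100% = blank killed by clotrimazole plus chlorhexidine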
VCAM1 TNFa inh: inhibitors of TNFa-induced VCAM1 expression, primary screen, imaging, HUVEC, TNFa stimulus, immunofluorescence | HUVEC TNFa-induced VCAM-1 immunofluorescence, high-content imaging | AID 802, 2007 | 95,000 compounds, 0.48% hits | inhibition, % at 2 µM;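 active = inhibition above the batch mean plus 3 SD, with images confirmed as a hit by eye, cut at about 37% in these data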;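 note: 0% = TNF-stimulated DMSO wells and 100% = unstimulated control wells; not every result past the cut was called active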
Starred values were filed as active, the others as inactive; · = not tested or not shown; [ ] = remark or other dose. Not all compounds are listed; count on the stated rates, not on these rows.

SMILES	ERb coact inh	IL1B cytotox	sEH inh	sEH act	Smad3 inh	TNFa cytotox	F-actin modifier	Candida biofilm	VCAM1 TNFa inh
COC(=O)NCC(c1cccnc1)N1CCN(c2ccccc2)CC1 (stereo unspecified)	-14	8	10	-12	5	-31	0	2	-1
CCOCCCNC(=S)NCCCNc1nc2cc3c(cc2cc1C#N)OCO3	·	32	-13	12	·	-11	7	·	-2
O=C(CSCc1ccc(Br)cc1)Nc1ccc(S(=O)(=O)N2CCCCCC2)cc1	·	-6	43	-43	·	10	-42	·	-6
CC(C)Nc1oc(Cc2cccc3ccccc23)nc1C#N	-3	-17	5	-4	1	18	-38	-4	1
O=C(Oc1cc2oc(=O)cc(-c3ccccc3)c2cc1Cl)C1CCCCC1	·	-94	12	-14	·	-3	6	·	-18
CCC1(C)Cc2ccccc2-c2nc(NCCCO)n(-c3ccccc3)c(=O)c21 (stereo unspecified)	-14	-8	1	-4	-17	4	-16	6	18
COc1cccc2c(=O)c(C/C=C(/C)Cl)c(C)[nH]c12	1	4	-7	9	-1	-9	52	2	-7
Cc1cc(Nc2ccccc2)n(CCOC(=O)COc2ccccc2)n1	-4[fluorescence artefact?]	-3	7	-4	-18	40	-11	6	-8
CC(=O)CC(C)(C)S(=O)(=O)c1ccc(Oc2ccc(S(=O)(=O)C(C)(C)CC(C)=O)cc2)cc1	3	-5	-6	11	-8	·	5	4	10
CC(C)C(=O)Nc1ccc2c(c1)C(=O)N(CCC(=O)O)C2=O	14	10	11	-10	-1	-14	4	4	-8
COc1cccc(NC(=O)CN2CCN(c3ccc(F)cc3)CC2)c1	-3[fluorescence artefact?]	10	0	0	-1	-20	5	-3	-4
Cc1c(N(C(=O)c2cc(=O)[nH]c3ccccc23)C(C)C)c(=O)n(-c2ccccc2)n1C	-7	-6	2	-1	2	-19	5	4	-29
CCN1C(=O)CC(n2c(C)nc3ccccc32)C1=O (stereo unspecified)	-14	-2	3	-1	-13	-7	5	4	3
CCCCn1c(NC(=O)c2ccccc2)c(C#N)c2nc3ccccc3nc21	·	7	·	·	·	-11	5	·	4
OC(C#CCN1CCCCC1)c1ccccc1 (stereo unspecified)	-2	-8	-7	8	-7	50	13	6	14
O=C(NCN1C(=O)C2C3C=CC(C3)C2C1=O)OC1CCCCC1 (stereo unspecified)	-3	-23	·	·	7	-21	5	2	-2
CCOc1ccccc1C(=O)OCC(=O)Nc1ccc(N2CCCCC2)cc1	·	-13	67	-66	·	-20	3	·	-17
CCOc1cc(C(=O)Nc2ccccc2N2CCN(S(C)(=O)=O)CC2)cc(OCC)c1OCC	-4	-9	-9	10	-3	-1	-17	-1	15
Cn1nnnc1SCC(=O)c1ccco1	9	-25	·	·	8	-9	1	8	3
COC(=O)c1c(CSc2cccc(C)c2)noc1C(=O)NCc1ccco1	·	-2	-9	10	·	-3	-20	·	-2
COc1ccc(CCNC2=C(Cl)C(=O)N(CCc3ccc(OC)c(OC)c3)C2=O)cc1OC	5	7	6	-7	10	10	·	-2	-7
O=C(NC1CCCC1)c1ccc2nc[nH]c2c1	7	6	-6	6	8	0	-6	10	5
C=CCNS(=O)(=O)c1ccc(OCC(=O)OC)cc1	-2	-11	0	-3	3	-17	20	12	10
COc1ccc(Cc2nnc3n2N=C(c2cc4ccccc4o2)CS3)cc1OC	6	-13	10	-8	-3	12	2	9	16
CCN(CC)S(=O)(=O)c1ccc(NC(=O)C(OC)c2ccccc2)cc1 (stereo unspecified)	-7	90*	36	-37	22[fluorescence artefact?]	-24	19	7	-27

At a glance, part of the list above:
SMILES	ERb coact inh	IL1B cytotox	sEH inh	sEH act	Smad3 inh	TNFa cytotox	F-actin modifier	Candida biofilm	VCAM1 TNFa inh
COC(=O)NCC(c1cccnc1)N1CCN(c2ccccc2)CC1 (stereo unspecified)	-14	8	10	-12	5	-31	0	2	-1
CCOCCCNC(=S)NCCCNc1nc2cc3c(cc2cc1C#N)OCO3	·	32	-13	12	·	-11	7	·	-2
O=C(CSCc1ccc(Br)cc1)Nc1ccc(S(=O)(=O)N2CCCCCC2)cc1	·	-6	43	-43	·	10	-42	·	-6
CC(C)Nc1oc(Cc2cccc3ccccc23)nc1C#N	-3	-17	5	-4	1	18	-38	-4	1

Continuation:
SMILES	ERb coact inh	IL1B cytotox	sEH inh	sEH act	Smad3 inh	TNFa cytotox	F-actin modifier	Candida biofilm	VCAM1 TNFa inh
Cn1c(SCC#N)nnc1-c1cnccn1	22	12	9	-7	-3	-8	-1	-5	16
O=c1c(-c2nnc(SCc3ccc(Cl)c(Cl)c3)o2)cccn1Cc1ccccc1	·	-31	-17	20	·	-4	-3	·	12
FC(F)(F)c1cc(-c2ccco2)nc(NCc2cccs2)n1	-2	-18	·	·	-1	-16	-9	-1	-4
COc1ccc(N(C)S(=O)(=O)c2cccc(C(=O)NCC3CCCO3)c2)cc1 (stereo unspecified)	·	0	-8	10	·	-13	0	·	8
CCOC(=O)C(C)Sc1ncc(-c2ccc(Cl)cc2)cn1 (stereo unspecified)	·	-48	1	-1	·	6	-24	·	-5
CCC(C)NC(=O)c1ccccc1NC(=O)CN(c1ccc(OC)cc1)S(C)(=O)=O (stereo unspecified)	-13	-3	7	-4	-1	-12	5	4	2
CCOC(=O)C1CCN(C(c2ccccn2)c2c(C)[nH]c3ccccc23)CC1 (stereo unspecified)	9	1	6	-8	-5	-2	-16	8	2
COc1ccc(-c2nc3ccccn3c2NCc2ccc3c(c2)OCO3)cc1	1[fluorescence artefact?]	0	-10	13	1	-6	3	7	-8
Cc1noc(C)c1COC(=O)Cn1c(C)nc2ccccc21	10	-14	0	0	15	-4	18	6	-13
Cc1ccc(-n2c(C)cn(C(=O)c3ccccc3)c2=S)cc1	4[fluorescence artefact?]	-43	-21	20	-9	22	-43	-4	11
CCOC(=O)CCCn1ncn2c(cc3occc32)c1=O	-18	5	1	-2	6	-23	15	-2	2
COc1ccc(S(=O)(=O)NCCCCCC(=O)NCCCN2CCOCC2)cc1	-2	-8	7	-5	1	-5	-1	7	-16
COc1cccc(OCCCOc2ccc([N+](=O)[O-])cc2Cl)c1	·	-29	2	0	·	-14	-25	·	16
Cc1ccc(-c2cccc(NC(=O)C3C4C=CC(C4)C3C(=O)O)c2)o1 (stereo unspecified)	·	5	9	-7	·	-22	-34	·	20
Cc1c(Br)cccc1NC(=O)c1sccc1-n1cccc1	2[fluorescence artefact?]	4	-12	11	-10	-13	-1	4	11
CCC(CO)N=CC1=C(O)C(C(=O)c2ccccc2)CCC1=O (stereo unspecified)	-3	2	2	1	38[fluorescence artefact?]	-17	7	0	0
O=c1cc(N2CCCC2)[nH]c(=O)n1-c1ccc(Cl)cc1	-22[fluorescence artefact?]	-30	-2	6	2	-7	6	12	10
O=c1c2ccccc2nc(N/N=C/c2c(O)ccc3ccccc23)n1O	·	-14	-4	1	·	-20	10	·	15
CCCCNC(=O)CC1N=C2c3ccccc3N=C(SCC(=O)Nc3cccc(OC)c3)N2C1=O (stereo unspecified)	-7	-6	-9	8	-2	-27	39	4	-3
Fc1ccccc1N1CCN(C(c2ccccn2)c2nnnn2C2CCCCC2)CC1 (stereo unspecified)	-14[fluorescence artefact?]	2	·	·	2	-2	-12	1	-9
C(/C=C/c1ccccc1)=N/N1CCN(c2ccccc2)CC1	·	0	-9	8	·	-22	4	·	10
Cc1cccc(C)c1OCC(O)Cn1ccnc1C (stereo unspecified)	-9[fluorescence artefact?]	-25	5	-1	8	-15	14	4	28
C/C(=C\C(=O)C(F)(F)F)Nc1ccc(C(F)(F)F)cc1	·	-4	-3	4	·	-24	51	·	8
CCN(CC)CCNC(=O)c1ccc2c(=O)n(C3CCCC3)c(=S)[nH]c2c1	-3	-13	5	-3	-3	-12	9	0	-10
COc1cccc(CNC(=O)c2cnc(-c3ccccn3)nc2C(F)(F)F)c1	-2	·	14	-13	0	-6	-12	9	19

Next part.
SMILES	ERb coact inh	IL1B cytotox	sEH inh	sEH act	Smad3 inh	TNFa cytotox	F-actin modifier	Candida biofilm	VCAM1 TNFa inh
CCCc1nnc(NC(=O)Cn2c(=O)sc3ccccc32)s1	3[fluorescence artefact?]	·	15	-15	-3	·	·	4	·
CN(C)CCNc1oc(COc2ccc(Cl)cc2Cl)nc1C#N	0	6	9	-8	7	-2	-14	6	12
C=CCn1c(SCC(=O)Nc2cc(C)c(Cl)cc2OC)nnc1-c1ccco1	-9	-28	6	-5	-6	-21	-27	8	-4
O=C(NCc1ccccn1)Nc1ccc2c(c1)OCO2	-29	-27	1	0	5	-29	0	8	2
CCOCCCNC(=S)N1C2CCC1CC(NC(=O)NC13CC4CC(CC(C4)C1)C3)C2 (stereo unspecified)	·	-28	74	-74	·	-3	9	·	2
Cn1c(=O)c2c(SCc3c(F)cccc3Cl)nc(CC(C)(C)C)nc2n(C)c1=O	-6[fluorescence artefact?]	-7	0	-2	3	-38	16	2	4
O=C(/C=C/c1ccccc1Cl)Nc1ccncc1	·	-6	13	-11	·	-24	4	·	1
Cc1cc(OC(C)C)nc(NCc2ccccc2)n1	-5	-14	-4	6	2	18	-24	6	1
O=C(c1ccncc1)N1CCN(C(=O)c2ccncc2)CC1	-6	-3	-6	6	-10	-6	3	3	9
COc1cc(-c2nnc(SCC(=O)c3ccccc3)o2)cc(OC)c1OC	-1[fluorescence artefact?]	-6	0	3	-29[fluorescence artefact?]	1	-26	·	3
COc1ccc(OC)c(NC(=O)COc2ccc(S(=O)(=O)NC(C)C)cc2)c1	4	33	18	-16	3[fluorescence artefact?]	-3	-4	9	5
Fc1ccc(Oc2nc(-c3ccccc3)nnc2C(F)(F)F)cc1	·	-27	-9	10	·	-5	10	·	6
Cc1[nH]c(=O)[nH]c(=O)c1S(=O)(=O)N(C)Cc1ccccc1	·	-1	·	·	·	1	-7	·	9
CCCCOc1ccc(-c2nnn(CCC(=O)N3CCOCC3)n2)cc1	9	-26	-11	16	-5	-43	10	7	20
COC(=O)c1sccc1NC(=O)c1c(C)noc1C	-1	-3	-11	10	1	·	·	5	·
Nc1cc(=O)[nH]n1C1CCN(c2ccccc2)CC1	1[fluorescence artefact?]	-22	-12	12	-19	-21	1	4	5
CCOc1c(Cl)cc(CNCC(C)C)cc1OC	-11	-24	4	-4	11	-15	-12	59*	0
COc1cc(S(=O)(=O)N(Cc2cccs2)CC2CCCO2)ccc1-n1cnnn1 (stereo unspecified)	3	-7	-6	3	-20	-22	-5	-8	-8
CCSC1=C(C#N)C(c2ccc(C)s2)CC(=O)N1 (stereo unspecified)	0	-50	·	·	-9	-30	41	-7	18
Cc1c(NC(=O)Cn2cnc3c(=O)n(C)c(=O)n(C)c32)cccc1-c1nc2ccccc2o1	14[fluorescence artefact?]	-19	-18	18	-10	9	-32	-4	24
COC(=O)C1C(=O)C2=C(CC1C)NC(=O)CC2c1cccc(C)c1 (stereo unspecified)	3[fluorescence artefact?]	90*	2	-4	2	87*	-8	6	77*
O=C(Cc1ccccc1)Nc1ccccc1N1CCOCC1	-16[fluorescence artefact?]	-4	-8	9	0	-10	-1	5	16
CC(C)(CO)N=Cc1c(O)[nH]c2ccccc12	-11	1	30	-30	13	-6	14	7	7

Source: PubChem BioAssay
